Screens from PubChem BioAssay.
OXTR agonist – agonists of human oxytocin receptor. P30559. AID 2435. CHO-OTR cells, Fluo-8 calcium fluorescence; normalized: DMSO 0%, oxytocin 100%. hit rate 0.32% among 320,000. activation, % at 3 µM;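 active means activation above the mean of all tested compounds plus 3 SD, cutoff set per screening run, cut at about 20% in these data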;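 further: peak over basal fluorescence ratio from a 100 s FLIPR kinetic read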
Target sequence (P30559 whole entry, looked up): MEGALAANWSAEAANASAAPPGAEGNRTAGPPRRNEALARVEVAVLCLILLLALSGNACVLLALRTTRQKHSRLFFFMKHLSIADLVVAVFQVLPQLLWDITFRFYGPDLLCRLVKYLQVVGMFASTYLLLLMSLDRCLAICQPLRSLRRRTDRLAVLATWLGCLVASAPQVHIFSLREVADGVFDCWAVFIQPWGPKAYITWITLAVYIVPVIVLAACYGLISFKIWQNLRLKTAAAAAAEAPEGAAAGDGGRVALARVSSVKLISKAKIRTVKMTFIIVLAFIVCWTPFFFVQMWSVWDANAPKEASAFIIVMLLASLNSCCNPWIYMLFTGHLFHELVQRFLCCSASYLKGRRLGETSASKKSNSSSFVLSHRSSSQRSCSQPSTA
CHO-K1 Ca antag – nonselective inhibitor or artifact in parental CHO-K1 cells; ATP-induced calcium, Fluo-8 fluorescence; inhibition, % at 3 µM; hit rate 0.6% among 360,000;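 active means inhibition above a per-plate cutoff, the plate's mean sample inhibition plus 3 SD, cut at about 24% in these data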;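 further: 0% = DMSO plus EC80 ATP and 100% = DMSO alone without ATP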
TAAR1 antagonist – human TAAR1 antagonism | hit rate 1.5% among 360,000 | CHO RD-HGA16 TAAR1, Fluo-8 calcium fluorescence, antagonist | Q96RJ0 | inhibition, % at 3 µM;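 active means inhibition above a per-plate cutoff, the mean inhibition of test compounds on that plate plus 3 SD, cut at about 49% in these data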;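 further: 0% = DMSO plus EC80 beta-PEA response and 100% = DMSO alone without agonist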
Target sequence (Q96RJ0 whole entry, looked up): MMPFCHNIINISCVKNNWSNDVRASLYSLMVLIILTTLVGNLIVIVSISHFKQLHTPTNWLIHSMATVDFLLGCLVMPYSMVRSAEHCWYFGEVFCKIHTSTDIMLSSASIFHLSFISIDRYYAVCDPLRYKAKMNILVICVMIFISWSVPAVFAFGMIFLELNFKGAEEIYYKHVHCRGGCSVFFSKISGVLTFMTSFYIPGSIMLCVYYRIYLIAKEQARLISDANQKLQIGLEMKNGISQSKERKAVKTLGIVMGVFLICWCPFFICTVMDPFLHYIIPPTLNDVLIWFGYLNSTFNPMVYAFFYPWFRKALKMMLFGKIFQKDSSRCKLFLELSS
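Test system: RD-HGA16 CHO cells with stable hTAAR1 and Gα16 / Probe or stimulus: EC80 β-phenethylamine stimulus / Times: seeding 17-24 h prior, 75-min 37 °C, 30-min RT dye loading / Detection: Fluo-8 calcium-sensitive fluorescence / Read-out basis: % inhibition scaled between DMSO and EC80 PEA controls / Repeats: singlicate, one well per test compound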
GPR7 antag – antagonists of human GPR7 (neuropeptides B/W receptor 1); P48145; GPR7-expressing cells, fluorescence antagonist assay; inhibition, % at 4.4 µM; hit rate 1.1% among 290,000; AID 1861; in the data active means inhibition above about 16%, passing the limit was not always enough;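 further: cells stimulated with the agonist NPW; 0% = agonist with vehicle and 100% = vehicle without agonist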
Target sequence (P48145 whole entry, looked up): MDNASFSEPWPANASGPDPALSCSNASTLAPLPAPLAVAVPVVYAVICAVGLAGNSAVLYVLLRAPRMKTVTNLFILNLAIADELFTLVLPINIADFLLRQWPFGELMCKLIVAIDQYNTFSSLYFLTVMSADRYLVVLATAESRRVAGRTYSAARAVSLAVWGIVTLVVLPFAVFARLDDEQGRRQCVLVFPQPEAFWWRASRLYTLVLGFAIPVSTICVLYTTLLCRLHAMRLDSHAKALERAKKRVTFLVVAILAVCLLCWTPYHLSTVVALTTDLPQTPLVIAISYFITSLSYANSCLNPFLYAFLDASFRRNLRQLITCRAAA
M1 ag parental – counter-screen for M1 agonists: effect in parental CHO-K1 cells. Fluo-8 calcium fluorescence; scaled to maximal ATP response, vehicle zero. activation, % at 3 µM. hit rate 0.48% among 360,000. AID 602248; in the data active means activation above about 15%;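 further: untransfected CHO-K1 host cells lacking M1 receptor as counterscreen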
V1R ag counter – V1a receptor agonism, counter-screen for OXTR agonists; P37288; CHO-V1R cells, Fluo-8 calcium fluorescence, agonist mode; 0% DMSO, 100% 3 nM vasopressin; activation, % at 3 µM; hit rate 0.25% among 320,000; AID 2797;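 active means activation above the mean activation of all tested compounds plus 3 SD, per screening run, cut at about 20% in these data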;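 further: signal is peak over basal fluorescence ratio across a 100 second FLIPR read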
M1 PAM parental – M1 PAM counterscreen hit in parental CHO-K1 cells. ATP EC20, Fluo-8 calcium fluorescence; 0% at ATP EC20, 100% at ATP max. activation, % at 3 µM. hit rate 0.02% among 360,000;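 active means activation above the run cutoff, the mean activation of all test compounds plus 3 SD, cut at about 40% in these data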;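 further: peak over basal fluorescence ratio in a 140 s read after ATP addition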
OXTR potentiator – potentiates the human oxytocin receptor response | hit rate 0.061% among 320,000 | CHO-OTR cells, Fluo-8 calcium fluorescence, potentiator mode; 0% = oxytocin EC15, 100% = EC100 | P30559 | activation, % at 3 µM;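 active means activation above that plate's cutoff, the mean activation of tested compounds plus 3 SD, cut at about 6.6% in these data, passing the limit was not always enough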;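 further: 100% uses oxytocin at 75 nM as the full agonist control; some results filed as inactive read as strong as hits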
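Assay system: CHO cell line stably expressing human OTR | Also added: Oxytocin at about EC15, sub-maximal agonist stimulus | Times: Compound 6 min at room temperature before oxytocin, 100 s read | Measured by: Fluo-8 intracellular calcium fluorescence, ex 470-495, em 515-575 nm | Controls: EC15 oxytocin alone as 0%, 75 nM oxytocin as 100%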
CHO parental Ca – counter-screen: ATP calcium response change in parental CHO cells | parental CHO-K1, ATP-induced calcium, Fluo-8 fluorescence | inhibition, % at 5.6 µM | hit rate 0.63% among 330,000 | AID 463079;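 active means inhibition above that plate's mean sample inhibition plus 3 SD, cut at about 26% in these data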;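 further: 0% = ATP-challenged DMSO wells and 100% = DMSO wells without ATP; some compounds past the cut are filed as inactive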
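Material: parental CHO cells / Compound: single nominal dose of 5.6 µM per compound / Signal: Fluo-8 fluorescence / Replicates: singlicate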
* = called active by the depositor; nt = no result given.

SMILES	OXTR agonist	CHO-K1 Ca antag	TAAR1 antagonist	GPR7 antag	M1 ag parental	V1R ag counter	M1 PAM parental	OXTR potentiator	CHO parental Ca
O=C1CCC(C(=O)N2CCN(c3cnccn3)CC2)CN1CCc1ccccc1 (stereo not drawn)	nt	6	-4	nt	0.2	nt	-10	nt	nt
CC1CN(CCOc2ccccc2-c2ccccc2)CC(C)O1 (stereo not drawn)	-3.0	4	-18	-4	0.1	-1.5	-3	0	-25
Cc1ccc(S(=O)(=O)CC(=O)c2cc3cccc(C)c3oc2=O)cc1	-0.1	-17	1	-3	0.1	0.7	16	2	-16
Cc1cc(/C=C(\C#N)C(=O)NCc2ccco2)c(C)n1-c1ccc(C(=O)O)cc1	1.4	-13	8	-2	0.4	-0.6	6	2	-3
Cc1ccc(S(=O)(=O)N2CCC(C(=O)OC(C)C(=O)NCc3ccccc3)CC2)cc1C (stereo not drawn)	-0.5	3	-26	-3	2.2	0.9	-1	-7	0
Cc1ccc(C)c(S(=O)(=O)N2CCN(C(=O)CCC(=O)c3cc(C)sc3C)CC2)c1	-1.8	-2	14	nt	4.5	-0.9	-10	1	-18
CC1=C(C(=O)Nc2cccc(C(=O)N3CCC(C(N)=O)CC3)c2)SCCO1	0.3	-4	-2	-17	0.8	-0.2	1	-8	-11
CCNC(=S)N(Cc1ccccc1)Cc1nc2ccccc2c(=O)[nH]1	0.2	-2	19	6	0.6	1.7	-3	-13	-2
COc1ccc(Cl)cc1N1C(=O)C2CCCN2C1c1cccc(F)c1 (stereo not drawn)	-1.6	-3	-4	-5	-0.2	-1.3	-2	-3	-25
COc1ccccc1NC(=O)COc1ccc(C(=O)OCC(=O)NC(C)(C)C)cc1OC	-2.4	-9	20	-12	5.8	0.1	10	-10	-32
COc1ccc(NC(=O)NNC(=O)COc2ccc3cc(Br)ccc3c2)cc1OC	-0.4	-1	-14	-4	0.4	0.9	7	-7	-8
CSc1ccc(NC(=O)C2(C)CCN2C(=O)c2sccc2C)cc1 (stereo not drawn)	nt	-8	-11	nt	1.0	nt	19	nt	nt
COc1ccc2cnnc(SCC(=O)Nc3ccccc3)c2c1OC	-0.2	-9	5	-3	1.4	1.8	26	-5	-25
Cc1c(CN2CCC(Oc3ccc(C(=O)N4CCCCC4)cc3)CC2)cnn1C	0.3	-10	4	-6	0.7	1.0	11	-9	-8
CCOc1ccc(Br)cc1C(=O)N/N=C/c1cccc(C)n1	1.7	-10	-9	7	0.4	-0.1	-6	-15	10

One compound at a time, as listed above. Order of values: OXTR agonist | CHO-K1 Ca antag | TAAR1 antagonist | GPR7 antag | M1 ag parental | V1R ag counter | M1 PAM parental | OXTR potentiator | CHO parental Ca
`COc1ccccc1NC(=O)COc1ccc(C(=O)OCC(=O)NC(C)(C)C)cc1OC` is listed with -2.4 | -9 | 20 | -12 | 5.8 | 0.1 | 10 | -10 | -32
`COc1ccc(Cl)cc1N1C(=O)C2CCCN2C1c1cccc(F)c1` (stereo not drawn) is listed with -1.6 | -3 | -4 | -5 | -0.2 | -1.3 | -2 | -3 | -25
`CSc1ccc(NC(=O)C2(C)CCN2C(=O)c2sccc2C)cc1` (stereo not drawn) is listed with nt | -8 | -11 | nt | 1.0 | nt | 19 | nt | nt

New compounds follow
SMILES	OXTR agonist	CHO-K1 Ca antag	TAAR1 antagonist	GPR7 antag	M1 ag parental	V1R ag counter	M1 PAM parental	OXTR potentiator	CHO parental Ca
CCc1nc2c(OCc3cc(Cl)cc(Cl)c3)cccn2c1N(C=O)Cc1ccc(OC)cc1	nt	-11	-8	nt	0.6	nt	7	nt	nt
COc1ccc(S(=O)(=O)N2CCCCC2)cc1NC(=O)C1COc2ccccc2O1 (stereo not drawn)	0.5	17	58*	nt	4.5	0.8	3	-5	-6
Cc1cccc(C(C)C)c1NC(=O)COC(=O)CCC(=O)N(CC(C)C)c1c(N)n(CC(C)C)c(=O)[nH]c1=O	nt	-15	-28	nt	0.8	nt	32	nt	nt
CC1(C)CC(=O)C(C(c2ccncc2)C2C(=O)CC(C)(C)CC2=O)C(=O)C1	1.1	-1	-3	-1	-0.4	-0.3	-2	0	4
O=C(Nc1cccc(-c2cnc3ccccc3n2)c1)c1ccccc1	0.3	13	-2	-8	0.0	-0.4	-15	3	-12
COc1cc(N2CN=c3s/c(=C\c4ccccn4)c(=O)n3C2)cc(OC)c1OC	-0.7	-14	13	0	0.2	-0.4	13	-3	-4
COc1ccc2oc(C(=O)OCC(=O)N(C)Cc3ccccc3)c(C)c2c1	-1.4	-5	7	nt	4.4	-0.5	2	-2	-4
Cc1ccc(C(=O)NCCCNCCCN(C)C)cn1	1.5	-11	-8	-9	0.5	0.5	24	-1	-4
CN1c2cccc3cccc(c23)N(C)C1c1cccs1	-2.3	-1	-6	-11	-0.1	-1.2	8	-13	-19
Cc1ccc(C(=O)N/N=C2\CC3CC=CC23)c(C)c1 (stereo not drawn)	-1.6	-10	-12	-7	0.0	-0.3	16	-2	-2
CC(=O)c1c(N2CCOCC2)nc2ccc(Cl)cc2c1-c1ccccc1	-2.9	-15	-19	-17	0.2	-1.5	16	-7	-25
CCCCn1c(SCC(=O)N2CCOCC2)nnc1-c1ccoc1C	1.2	-7	-3	-17	0.6	-0.6	17	-4	-6
Cc1cc(C)n(Cc2ccc(C(=O)NN)o2)n1	-0.9	-23	-13	8	0.7	0.2	22	-4	-7
CCN(CC)CCN(C(=O)c1cc2ccccc2cc1OC)c1nc2ccc(F)cc2s1	-2.2	-12	-41	14	0.6	0.1	26	-17	-20
O=C(NCC1CCCO1)C1CCN(C2CCN(Cc3ccco3)CC2)CC1 (stereo not drawn)	-0.1	-7	12	-8	-0.4	0.4	6	-5	-2
CC(C)Cn1c(=S)[nH]c2cc(Cl)ccc21	-0.8	-4	-11	-30	-0.3	-1.1	7	-3	-15
Cc1cccc(CN2CCN(Cc3nc4c(s3)CCCC4)CC2CCO)n1 (stereo not drawn)	-0.3	4	3	-16	-0.2	0.4	1	-6	-21
CCCCCCCCCc1nc2sc3c(c2c(=O)n1NC(=O)c1ccccc1[N+](=O)[O-])CC(C)(C)OC3	-0.7	-9	-9	-3	1.0	-0.3	24	-5	-22
CC(=O)N1CCN(S(=O)(=O)c2cccc(C(=O)OCC(=O)N3CC(=O)Nc4ccccc43)c2)CC1	0.0	-8	0	-9	1.0	1.0	22	-21	8
O=C1NN(c2ccccc2)C(=O)C2C1C1C=CC2C12CC2 (stereo not drawn)	-1.8	1	-12	1	-0.2	-0.6	15	-6	-11
O=C(c1ncc[nH]1)c1ccccc1Cl	0.8	-18	2	-8	0.3	0.2	-4	-2	-3
COc1cccc(F)c1C(C[N+](=O)[O-])c1c(N)n(C)c(=O)n(C)c1=O (stereo not drawn)	0.8	-3	-22	-25	0.1	1.9	-2	-8	-9
CC(C)(C)OC(=O)CNC(=O)c1nc[nH]c1C(=O)N1CCc2ccccc2C1	3.0	-10	14	-7	1.8	-0.5	6	-5	-9
N#Cc1ccccc1CSc1ccccn1	-0.9	0	-4	-13	-0.4	-1.1	-6	2	-11
O=C(Nc1ccc(N2CCOCC2)c(S(=O)(=O)Nc2ccc(Cl)cc2)c1)c1cnccn1	1.1	-14	-8	-12	2.5	1.0	20	-7	5
Cc1cc(C)cc(OCc2nnc(SCC(=O)c3ccccc3)o2)c1	0.6	-1	14	-10	0.2	0.7	17	-1	-18
C[C@H]1CN([C@@H](C)CO)S(=O)(=O)c2ccc(Br)cc2O[C@@H]1CN(C)C(=O)Nc1ccc2c(c1)OCO2	nt	9	9	nt	0.8	nt	-7	nt	nt
Cc1cc(C)c2cc(C#N)c(SCC(=O)NCc3ccco3)nc2c1	-2.0	-1	8	-4	-0.8	-1.3	-3	5	-17
CC(=O)c1ccc(S(=O)(=O)N(C)C(C)CCc2ccco2)cc1 (stereo not drawn)	nt	3	-3	10	5.8	nt	-6	nt	nt
CCC1CCCCN1S(=O)(=O)c1ccc(NC(=O)c2snnc2C)cc1 (stereo not drawn)	9.2	3	12	0	5.4	10	-23	-15	0
O=C(Nc1nc2ccccc2n1CCN1CCOCC1)c1ccc(Cl)cc1	-1.6	-8	-9	-6	0.8	-0.4	16	-11	-15
CCOC(=O)C(=O)Nc1nnc(CCc2ccccc2)s1	-0.2	-1	17	-13	0.2	-0.4	15	-14	2
O=C(NCCCN1CCOCC1)c1ccc2nc(Cc3cccc(Cl)c3)oc2c1	0.9	0	6	-4	0.7	1.7	-14	-11	-9
CC(=O)N1C2=CCCC3CCCCC23c2ccccc21 (stereo not drawn)	nt	-19	-17	nt	0.1	nt	30	nt	nt
CC1(C)Cc2c(c(N3CCOCC3)nc3sc(C(=O)Nc4ccccc4)c(N)c23)CO1	0.2	-7	-18	-21	2.5	0.0	12	-8	-22
Cn1c(CNc2ccc(Cl)cc2)nnc1SCCN1CCCCC1	0.8	0	12	7	-0.1	0.9	3	-11	-8
Nc1ccn([C@@H]2O[C@H](C(=O)NCCc3ccc(F)cc3)[C@@H](O)[C@H]2O)c(=O)n1	nt	-17	-28	nt	0.4	nt	14	nt	nt
COc1ccccc1OCCNC(=O)C1CCCCC1	-0.7	-16	-19	-11	4.3	-0.1	17	-10	2
C=C(C)CNC(=S)N/N=C(\C)c1ccc(OC)cc1	-2.5	-8	5	-3	0.3	0.0	19	-1	-18
O=C(COC(=O)c1ccc(Cl)s1)c1ccc[nH]1	2.1	-13	-11	-9	2.4	1.3	10	-8	12
CCOc1ccccc1CN1CCNC(=O)C1CC(=O)N(C)CCc1cnn(C)c1 (stereo not drawn)	5.1	-13	-9	-3	0.1	0.2	17	-2	-11
CN(Cc1cccc(F)c1)C(=O)c1cc(=O)[nH]c2ccccc12	2.3	-14	-1	-2	1.3	-0.2	2	-5	9
Cc1ccc(C)c(NC(=O)c2ccccc2NC(=O)C2CCCO2)c1 (stereo not drawn)	-0.7	-11	-1	-17	0.9	-0.5	35	-3	-6
Cc1ccc(C)n1-c1ccc(C(=O)NCc2ccncc2)cc1	1.1	-12	3	-10	0.2	-0.4	20	-8	0
COc1c(C)cc(C(O)c2ncc(-c3ccc4ccccc4c3)[nH]2)cc1C (stereo not drawn)	nt	-3	-14	nt	3.2	nt	15	nt	nt
CCOC(=O)c1c(C=O)c2sc(C)cc2n1C	-1.8	-13	-4	-7	-0.5	-1.7	-3	-1	-15
CC(C)(C)c1csc(NC(=O)c2cccs2)n1	-0.8	-2	8	-8	0.4	-1.5	8	-14	-1
O=C(NCc1ccccn1)Nc1ccccc1	0.8	-11	3	-1	0.4	-0.2	5	-3	-2
Cc1[nH]c(=O)[nH]c(=O)c1CSCC(=O)OCC(=O)Nc1ccccn1	-0.3	-7	-31	-5	0.1	-0.2	-2	-5	2
Cc1ccc(C(=O)NCC(=O)N2CCN(c3ncccn3)CC2)s1	-0.6	-6	-1	-9	0.5	0.2	19	-8	-12
COc1cccc(Oc2cnc(N)nc2-c2ccc(OC)cc2O)c1	-0.8	-10	-8	0	-0.3	-1.8	10	-9	-16
